High-throughput results as filed in PubChem BioAssay.
DT40 TDP1 CPT: qHTS for Inhibitors of human tyrosyl-DNA phosphodiesterase 1 (TDP1): qHTS in cells in presence of CPT | 420,000 tested, 12% active | chicken DT40 Tdp1-/-;hTDP1 cells + 20 nM CPT, ATP luminescence, 48 h | Potency, µM (titrated, usually from 46.2 µM), without a hit: at the highest dose activity change, negative = growth inhibition, usual class: inhibitors; further: nearly all actives have a fitted effect of over 55% in size
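Chicken DT40 Tdp1-/- cells complemented with human TDP1, 400 cells/well, exposed to compounds plus 20 nM camptothecin for at least 48 h at 37 C; viability read as ATP content by CellTiter-Glo luminescence.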
N370S GC: qHTS Assay for Inhibitors and Activators of N370S glucocerebrosidase as a Potential Chaperone Treatment of Gaucher Disease. Lysosomal acid glucosylceramidase (Homo sapiens), P04062. N370S GC spleen homogenate, 4MU-glucoside fluorescence. Potency, µM (titrated, usually from 59.4 µM), inactives show at the highest dose activity change, negative = inhibition, most hits filed as inhibitors. 330,000 tested, 0.092% active. AID 2101, 2009;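 further: 0% = full enzyme activity and -100% = no enzyme basal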
FEN1 inhibitor: qHTS Assay for the Inhibitors of Human Flap endonuclease 1 (FEN1). P39748. 390,000 tested, 0.35% active. Recombinant FEN1 flap cleavage, fluorescence, 15 min. Potency, µM (series often up to 114 µM), without a hit: at the highest dose activity change, negative = inhibition, usual class: inhibitors; further: nearly all actives have a fitted effect of over 65% in size
Target sequence (P39748 whole entry, looked up): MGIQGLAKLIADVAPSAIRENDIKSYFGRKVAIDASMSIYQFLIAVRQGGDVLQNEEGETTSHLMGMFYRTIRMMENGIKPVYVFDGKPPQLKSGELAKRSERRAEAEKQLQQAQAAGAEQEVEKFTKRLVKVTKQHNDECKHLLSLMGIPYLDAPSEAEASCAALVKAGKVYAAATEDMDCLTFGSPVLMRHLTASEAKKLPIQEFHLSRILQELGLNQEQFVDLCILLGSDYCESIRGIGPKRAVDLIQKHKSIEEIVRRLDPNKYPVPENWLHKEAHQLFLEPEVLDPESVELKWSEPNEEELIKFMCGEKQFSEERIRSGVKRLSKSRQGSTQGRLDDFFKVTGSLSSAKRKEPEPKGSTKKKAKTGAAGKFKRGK
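Recombinant FEN1 (10 nM) was preincubated with pin-transferred compounds for 15 min at room temperature, then flap DNA substrate (50 nM final) was added. Plates were read at 0 and 15 min, and normalized concentration–response data were fitted to a four-parameter Hill equation.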
Starred values were filed as active, the others as inactive; ? = inconclusive; · = not tested or not shown; & = joins results of further samples; [ ] = remark or other dose. The call rests on the fitted dose curve; in most records, active means well fitted curve in the direction sought with a large enough effect; inconclusive means small, poorly fitted or top-dose-only effect, or another doubt; inactive means no such curve, though single readings can be large; an effect the other way counts as inactive or inconclusive. Unless noted, on the % scale 0 is the no-effect control and ±100 the full control effect; potency means the concentration at half of the fitted maximal effect. Only part of the results is shown, so the mix of outcomes need not match the whole.

SMILES | DT40 TDP1 CPT | N370S GC | FEN1 inhibitor
Cc1ccc(-c2cc(C(F)(F)F)n3ncc(C(=O)O)c3n2)cc1 | -17% | 14% | 1%
O=C(C[N+]12CCCc3cccc(c31)CCC2)c1ccc2ccccc2c1 | 5µM* | · | ?
COC(=O)c1ccc(NC(=O)CC2C(=O)N(c3ccccc3)C(=O)N2Cc2ccco2)cc1 (configuration not stated) | ? | · | -4%
NNC(=O)/C(=C\c1ccc(Br)cc1)NC(=O)c1cccs1 | 2% | 3% | 1%
COc1ccc(N(C(=O)c2ccco2)C(C(=O)NC2CCCCC2)c2ccccc2)cc1 (configuration not stated) | 16µM* | · | 8%
Cc1ccc2cccc(OCc3nnc(SCC(=O)O)n3C)c2n1 | 10% | 1% | 5%
O=C(NCc1cccnc1)[C@@H]1CC=C[C@@H]2CCN(Cc3ccc(Cl)c(Cl)c3)C(=O)[C@@H]21 | ? | · | -5%&12%
CN(C)c1ccc(C(CNS(=O)(=O)c2ccc(Cl)cc2)N2CCCC2)cc1 (configuration not stated) | ? | · | 11%
CCOC(=O)c1c(C)oc2nc(C)nc(NCC3CCN(Cc4ccc(Cl)cc4)CC3)c12 | ? | · | 6%
CSc1cc(SC)ncn1 | 9% | · | -8%
CC(=O)Oc1ccc(C(=O)COC(=O)CNC(=O)COc2ccccc2C)cc1 | -27% | · | 2%
O=C(CN1CCN(S(=O)(=O)c2ccc3c(c2)OCCO3)CC1)Nc1cccc(F)c1 | -21% | -6% | 7%
Cc1ccccc1C(=O)Nc1cccc(NC(=O)c2ccc(F)cc2)c1 | -18% | 0% | -17%
Cc1ccc(S(=O)(=O)N2CCOCC2)cc1NC(=O)CN1CCC(Cc2ccccc2)CC1 | ? | -11% | 1%
Cc1ccc(C(=O)NCC(=O)NCC(=O)OCC(=O)c2cccs2)cc1 | 18% | 6% | 2%
COC(=O)c1cc(NC(=O)C2C3C=CC(C3)C2C(=O)O)cc(C(=O)OC)c1 (configuration not stated) | -6% | 2% | -3%
CCCC(NS(=O)(=O)c1ccc(-c2ccc(=O)[nH]n2)s1)c1cccs1 (configuration not stated) | -3% | -11% | 1%
COc1ccc(S(=O)(=O)N2CCN(C(=O)COc3ccc4c(C)cc(=O)oc4c3)CC2)cc1 | ? | · | 15%
CCc1noc(C)c1C(=O)NNC(=O)c1ccc(Br)cc1 | -7% | -3% | 8%
O=C(COc1ccccc1)N1CCN(C(=O)c2cccc(F)c2)CC1 | -6% | 2% | 2%
O=C(CNC(=O)c1ccccc1F)OCc1cc(=O)n2ccsc2n1 | 19% | · | 0%
C=C1C=C(C(F)F)n2ncc(C(=O)NCc3ccc(F)cc3)c2N1 | ? | · | -5%
Cc1ccccc1NS(=O)(=O)c1ccc(C)c(C(N)=O)c1 | -13% | -14% | 2%
CC(C)Oc1ccc(CNC(=S)Nc2ccccc2)cc1Cl | ? | 6% | -11%
Cc1cc(C)c2nc(NNC(=O)c3ccc(S(=O)(=O)N4CCCC(C)C4)cc3)sc2c1 (configuration not stated) | 2.9µM* | 4% | -1%

Next section:
SMILES | DT40 TDP1 CPT | N370S GC | FEN1 inhibitor
CCOc1ccccc1NC(=O)CN(C)S(=O)(=O)c1cnc[nH]1 | -7% | -4% | 3%
Cc1ccccc1NC(=O)C1CCCN1S(=O)(=O)c1ccccc1C(F)(F)F (configuration not stated) | ? | · | 0%
COc1ccc(CCn2c(N3CCOCC3)nc3c2c(=O)[nH]c(=O)n3C)cc1 | -20% | 4% | -5%
O=C(N=C1N=C2C=CC=CN2Cc2ccccc21)c1ccc(S(=O)(=O)N2CCOCC2)cc1 | 7% | -2% | -15%
CCOC(=O)c1cnc(SCC(=O)c2ccc(C)cc2)nc1N | -20% | 1% | 1%
CC(C)CN(CC(C)C)S(=O)(=O)N1CCC(C(=O)NCc2ccc(F)cc2)CC1 | ? | -24% | -11%
COc1ccccc1OCCC(=O)OCC(=O)c1[nH]c(C)c(C(C)=O)c1C | ? | -6% | -9%
CCOC(=O)c1c(C)[nH]c(C)c1S(=O)(=O)N1CCCC(C(=O)N2CCN(c3cccc(Cl)c3)CC2)C1 (configuration not stated) | 21µM* | · | -1%
CCOC(=O)CON1C(=O)C(=O)N(OCC(=O)OCC)C2CCCCC21 (configuration not stated) | 2% | -5% | 10%
Cn1c(=O)c(=O)n(C)c2cc(N3CCCC3)c(NC(=O)c3ccc(C(C)(C)C)cc3)cc21 | ? | · | -18%
Cc1nc2sc(C(=O)c3ccccc3)c(N)c2c(C)c1C | -10% | 23% | 3%
Cc1cccc(NC(=O)c2ccc3[nH]c(C)cc(=O)c3c2)c1 | -2% | · | 13%
Cc1cc(C)c(S(=O)(=O)Nc2ccc(O)c(Sc3ncn[nH]3)c2)cc1C | -27% | -22% | 9%
CCc1cccc(CC)c1NC(=O)c1cc(CN2C(=O)c3ccccc3C2=O)ccc1OC | ? | ? | -7%
CCCCSCc1cc(C(=O)O)oc1C(C)(C)C | -10% | -1% | 3%
CCOC(=O)C1=C(C)N=c2s/c(=C\c3ccc(C(=O)O)cc3)c(=O)n2C1c1ccc(F)cc1 (configuration not stated) | -11% | -5% | 11%
CCN(Cc1ccncc1)C(=S)Nc1ccccc1 | 6% | 0% | 3%
Cc1c(C(=O)OC(C)C)[nH]c2c1C(=O)CCC2 | -3% | 8% | -1%
CCNC(=O)c1cccc(NC(=O)CC2SC(N3CCCCC3)=NC2=O)c1 (configuration not stated) | 0% | -4% | 1%
CCOC(=O)C1CCCN(C(=O)c2nn(-c3ccc(C)cc3)c(=O)c3c2c2ccccc2n3C)C1 (configuration not stated) | ? | · | 19%
CC(c1cccnc1)N(CCN(C)C)C(=O)Nc1ccc(Cl)c(Cl)c1 (configuration not stated) | ? | · | -13%
COc1ccc(N2CCN(C(=O)c3cc(S(=O)(=O)N4CCCCCC4)ccc3OC)CC2)cc1 | ? | -17% | 7%
COCCOC1CCN(C(=O)C2CCC(=O)N(CCc3cccc(F)c3)C2)CC1 (configuration not stated) | 12% | -7% | 6%
COc1cccc(C2C(C#N)=C(N)N(N(C)C)C3=C2C(=O)CCC3)c1OC (configuration not stated) | -13% | 3% | -5%
CCOC(=O)C(C(=O)NCC1CCCO1)C1CCCCC1 (configuration not stated) | -13% | 0% | 0%

Given as tab-separated lines: entries from further up
molecule	DT40 TDP1 CPT	N370S GC	FEN1 inhibitor
CCOC(=O)C1CCCN(C(=O)c2nn(-c3ccc(C)cc3)c(=O)c3c2c2ccccc2n3C)C1 (configuration not stated)	?	·	19%
CC(c1cccnc1)N(CCN(C)C)C(=O)Nc1ccc(Cl)c(Cl)c1 (configuration not stated)	?	·	-13%
COc1ccc(N2CCN(C(=O)c3cc(S(=O)(=O)N4CCCCCC4)ccc3OC)CC2)cc1	?	-17%	7%
COCCOC1CCN(C(=O)C2CCC(=O)N(CCc3cccc(F)c3)C2)CC1 (configuration not stated)	12%	-7%	6%
COc1cccc(C2C(C#N)=C(N)N(N(C)C)C3=C2C(=O)CCC3)c1OC (configuration not stated)	-13%	3%	-5%

The list goes on:
SMILES | DT40 TDP1 CPT | N370S GC | FEN1 inhibitor
CC(=O)c1cccc(OCc2cc(C(=O)NC(C)Cc3cccnc3)no2)c1 (configuration not stated) | 16µM* | -1% | -14%
COc1ccc(NC(=O)c2cccc(N3CCCS3(=O)=O)c2)cc1OC | ? | · | -8%
O=C(NCc1ccc(F)cc1)C1CCCN(S(=O)(=O)c2cccc3nonc23)C1 (configuration not stated) | 1% | 1% | 17%
COc1ccccc1NC(=O)c1ccc(COc2ccccc2OC)o1 | -16% | ? | -22%
C=CCN(CC=C)C(=O)CCc1nnc(CCc2c[nH]c3ccccc23)o1 | 11% | 3% | 6%
COc1ccc(NC(=O)COC(=O)Cc2cccs2)cc1OC | -2% | 6% | 13%
CCOc1ccccc1CNCCO | -5% | 24% | -1%
Cc1cc(C(=O)COC(=O)/C=C/c2ccco2)c(C)n1C | 10% | · | -11%
COc1ccc(N(CC(=O)NC2CCCCC2)S(=O)(=O)c2cccs2)cc1 | 4% | · | -9%
O=C(Cc1c(F)cccc1Cl)Nc1ccc(-n2cnnn2)cc1 | 20% | -18% | 54%[activator]
O=C1CN(C(=O)COc2ccccc2)CCN1 | 5% | 5% | -14%
Cc1noc(C)c1S(=O)(=O)Nc1ccc2c(c1)CC(=O)N([C@H](C)CO)C[C@H](C)[C@H](CN(C)S(=O)(=O)c1ccc(F)cc1)O2 | -62% | · | -3%
CC/C(C)=N/Nc1cccc([N+](=O)[O-])c1 | -23% | -6% | 2%
CCOC(=O)C1CCN(CC(O)COCc2ccccc2)CC1 (configuration not stated) | 17% | -13% | 0%
CCC(=O)N1CCN(c2cc(NCC3CCCO3)c(F)cc2[N+](=O)[O-])CC1 (configuration not stated) | -4% | -21% | -1%
O=C(c1cc(-c2ccccc2O)on1)N1CCCC1 | -6% | 2% | 4%
CC(NC(=O)Cn1nc(C(F)(F)F)c2c1CCC2)c1ccccc1 (configuration not stated) | -20% | 4% | -1%
Cc1onc(-c2ccccc2)c1C(=O)NCc1ccccn1 | 3% | -9% | 1%
CNC(=O)c1cccc(N2CCCC2=O)c1 | -4% | -6% | -5%
CC/C(=N/NC(=O)c1ccc2c(c1)OCO2)c1ccccc1O | 6.5µM* | · | ?
Cc1cc(C)cc(OCCCn2c(CCNC(=O)C3CCCCC3)nc3ccccc32)c1 | 12µM* | · | -28%
Fc1cc(F)c(F)c(SCCc2ccncc2)c1F | ? | -4% | -6%
Cc1[nH]c2ccccc2c1C(O)CN1CCN(c2cccc(C(F)(F)F)c2)CC1 (configuration not stated) | 23µM* | ? | -22%
CCN(Cc1ccccc1)S(=O)(=O)CCNC(=O)c1ccc(OC)cc1 | 9% | -10% | 10%
COc1ccc(N(Cc2cc3cccc(C)c3[nH]c2=O)C(=O)c2cccc(Cl)c2)cc1 | 10µM* | · | -11%

Limited to DT40 TDP1 CPT and FEN1 inhibitor (three entries from above):
| molecule | DT40 TDP1 CPT | FEN1 inhibitor |
| --- | --- | --- |
| CCOc1ccccc1CNCCO | -5% | -1% |
| Cc1cc(C(=O)COC(=O)/C=C/c2ccco2)c(C)n1C | 10% | -11% |
| COc1ccc(N(CC(=O)NC2CCCCC2)S(=O)(=O)c2cccs2)cc1 | 4% | -9% |

(more compounds)
SMILES | DT40 TDP1 CPT | N370S GC | FEN1 inhibitor
O=C(CSc1nc2ccccc2c(=O)[nH]1)Nc1ccccc1N1CCOCC1 | -27% | 13% | -4%
CSCCC(NC(=O)c1ccccc1Cl)C(=O)NNC(=O)c1ccccc1O (configuration not stated) | ? | 2% | 3%
CCn1nnc(-c2ccccc2NC(=O)c2cc(OC)cc(OC)c2)n1 | ? | 5% | -20%
CCCCCCOC(=O)NCC(O)c1ccccc1 (configuration not stated) | -6% | -13% | 16%
CCC(C)N=CC1=C(O)C(C(=O)OC)C(C)(C)CC1=O (configuration not stated) | -2% | 6% | -4%
Cc1cc(C)cc(NC(=S)NC(=O)C2CC2)c1 | -22% | 0% | -13%
CCOc1ccc(S(=O)(=O)Nc2ccc(Cl)cn2)c(C)c1C | -30% | ? | 4%
COc1ccc(CCNS(=O)(=O)c2ccccc2)cc1OC | -1% | 0% | -3%
Cn1c(=O)c2c(ncn2CC(=O)NCc2cccnc2)n(C)c1=O | -2% | 6% | -9%
O=C(/C=C/c1ccco1)Nc1ccc(N2CCCC2)cc1 | 0% | -1% | -24%
CCN1CCN(Cc2ccc(NC(=O)Nc3ccccc3)cc2)CC1 | -2% | 0% | 5%
COCCNC(=O)c1cccc(OC2CCN(Cc3ccccc3OC(F)F)CC2)c1 | -9% | -13% | 20%
CCOC(=O)C1=C(C)N(c2ccc(Cl)cc2)C(=O)NC1c1cccc([N+](=O)[O-])c1 (configuration not stated) | ? | ? | -21%
CC(=O)c1cccc(NC(=O)N2CCCC2C(=O)NCCc2ccccc2)c1 (configuration not stated) | -21% | 1% | 1%
COc1ccc(C2/C=C\CN(S(=O)(=O)/C=C/c3ccccc3)[C@H](Cc3ccccc3)C(=O)N2Cc2ccc(F)cc2)cc1 (some centres not stated) | ? | 3% | 7%
CCN(CC)CCOC(=O)c1ccc([N+](=O)[O-])cc1 | 2% | 6% | 10%
O=C(N1CCCCC1)C12CC3CC(C1)CC(C(=O)N1CCCCC1)(C3)C2 | ? | 5% | 41%
CC(C)CC(=O)N(c1nnc(-c2cccnc2)s1)C1CCCC1 | -25% | 0% | 24%
CC(C)(C)N1CC(C(=O)O)CC1=O (configuration not stated) | 16% | 0% | -1%
CCCC1OC(c2ccco2)OCC1CC (configuration not stated) | -29% | · | -2%
CCOc1ccc(NC(=O)Cn2nc(SC)c(S(=O)(=O)c3ccccc3)c2N)cc1 | ? | · | -15%
O=C(NCC1CCCO1)c1ccc2c(=O)n(Cc3ccco3)c(SCC(=O)N3CCCC3)nc2c1 (configuration not stated) | -15% | 2% | 5%
COc1ccccc1N1CCN(C(c2cccs2)C(C)NC(=O)c2cccnc2)CC1 (configuration not stated) | ? | -2% | 3%
COc1ccc(CC(=O)NNC(=O)c2cc(Cl)ccc2OC)cc1 | 3% | -1% | -2%
